# FLuc inh counter: counter-screen for luciferase assay inhibitors: firefly luciferase inhibition; P08659; inhibition, % at 10 µM; AID 1006; ATPLite firefly luciferase biochemical luminescence, 10 min; actives 1.5% (n = 200,000);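 active = inhibition above about 50% when tested at 10 µM, limit read from the data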
# Target sequence (P08659 whole entry, looked up): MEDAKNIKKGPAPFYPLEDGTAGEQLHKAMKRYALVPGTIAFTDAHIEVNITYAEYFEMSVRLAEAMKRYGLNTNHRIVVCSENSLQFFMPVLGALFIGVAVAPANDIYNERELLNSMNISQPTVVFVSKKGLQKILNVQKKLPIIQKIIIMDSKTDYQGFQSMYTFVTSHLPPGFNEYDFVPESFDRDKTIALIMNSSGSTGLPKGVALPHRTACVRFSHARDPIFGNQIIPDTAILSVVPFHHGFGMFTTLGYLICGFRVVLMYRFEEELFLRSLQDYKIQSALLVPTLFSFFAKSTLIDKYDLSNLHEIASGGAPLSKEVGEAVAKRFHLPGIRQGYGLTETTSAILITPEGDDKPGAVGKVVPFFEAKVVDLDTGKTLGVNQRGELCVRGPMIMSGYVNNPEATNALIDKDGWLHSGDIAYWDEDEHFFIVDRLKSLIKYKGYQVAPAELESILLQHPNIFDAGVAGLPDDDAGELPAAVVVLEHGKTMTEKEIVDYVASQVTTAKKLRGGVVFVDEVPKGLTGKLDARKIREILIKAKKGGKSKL
# RAM network inh: inhibitors of the yeast RAM network | S. cerevisiae dse1pr::URA3 reporter, 5-FOA growth OD615, 2 d; analog-sensitive cbk1-as2 kinase mutant strain | inhibition, % at 50 µM | actives 1.8% (n = 190,000);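 active = inhibition above a set limit, 3 SD over mean compound inhibition, cut at about 8.4% in these data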;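 note: 0% = DMSO-only wells with no growth and 100% = 10 µM 1-NA-PP1 full growth; inhibition rescues growth on 5-FOA so higher OD means more RAM inhibition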
# APP 5'UTR act: APP 5'UTR luciferase reporter activation | actives 1% (n = 190,000) | AID 1276 | activation, % at 2 µM | SH-SY5Y APP 5'UTR luciferase reporter, luminescence; zero percent = DMSO vehicle wells;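 active = activation above a set limit, based on mean plus 3 SD of controls, cut at about 140% in these data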; note: values of inactives mirror those of a sister screen read the other way
# STAT3 inh: STAT3 signaling inhibition. actives 0.89% (n = 190,000). U3A cells, IL-6 STAT3-luciferase reporter, luminescence; host cell line lacks STAT1. inhibition, % at 5.5 µM;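 active = inhibition above the mean inhibition across all screened compounds plus 3 SD, cut at about 44% in these data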;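 note: 0% = DMSO only wells and 100% = 100 µM nifuroxazide control wells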
# STAT1 blocker: inhibitors of IFN-gamma induced STAT1 signaling | AID 920 | inhibition, % at 5.5 µM | actives 0.35% (n = 200,000) | NIH 3T3 STAT1-luciferase reporter, luminescence;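 active = inhibition above a set limit, the mean inhibition across all tested compounds plus 3 SD, cut at about 34% in these data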;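 note: 0% = IFN-gamma with DMSO and 100% = IFN-gamma with 300 µM nifuroxazide; values of inactives mirror those of a sister screen read the other way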
# STAT3 activator: activators of IL-6 induced STAT3 signaling; U3A cells, IL-6 STAT3-luciferase reporter, luminescence; 100% = signal with IL-6 EC80 alone; AID 871; actives 0.91% (n = 190,000); activation (% of control), % at 5.6 µM;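 active = activation above the screen-wide mean of compound activation plus 3 SD, cut at about 130% in these data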;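 note: 0% = background luminescence of wells with medium and substrate only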
#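 Test system: STAT3-luciferase reporter U3A cells; Detection: reporter luminescence signal; Times: 1 h compound pre-exposure, 6 h IL-6 stimulation, 37 °C; Benchmarks: IL-6-only high control; Also added: IL-6 stimulus at 33 ng/mL final.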
# STAT1 activator: activators of IFN-gamma induced STAT1 signaling; NIH 3T3 STAT1-luciferase reporter, luminescence; 100% = IFN-gamma alone, no compound; activation (% of control), % at 5.5 µM; actives 2.6% (n = 200,000);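 active = activation above the screen-wide mean activation plus 3 SD, cut at about 130% in these data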;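 note: raw ratio to IFN-gamma control signal so 100% means no change and 0% no light; values of inactives mirror those of a sister screen read the other way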
# Hsp70 activator: Hsp70 transcriptional activation, primary screen; HeLa Hsp70 promoter luciferase reporter, luminescence; scaled: vehicle 0, proteasome-inhibitor control 100%; activation, % at 10 µM; actives 0.04% (n = 200,000); AID 1203;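 active = activation above the mean across all tested compounds plus 3 SD, cutoff set per campaign, cut at about 5.5% in these data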;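 note: 100% = MG132 at 30 µM as the positive control and 0% = DMSO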
# NF-kB neuron act: raises NF-kB expression in human neuronal cells; NF-kB reporter expression; hits give high values; fold change at 12.5 µM; actives 1.6% (n = 190,000); AID 1239; in the data active = fold change above about 3.3
# APP transl inh: APP translation inhibition; SH-SY5Y APP 5'UTR-luciferase reporter, luminescence; inhibition, % at 2 µM; actives 0.82% (n = 190,000); AID 1285;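 active = inhibition above a set limit, derived from the sample mean plus 3 SD, cut at about 45% in these data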; note: values of inactives mirror those of a sister screen read the other way
# The depositor's hits bear a star; . = not tested or not shown.
# Order of values: FLuc inh counter	RAM network inh	APP 5'UTR act	STAT3 inh	STAT1 blocker	STAT3 activator	STAT1 activator	Hsp70 activator	NF-kB neuron act	APP transl inh
> CC1CCN(CC(=O)Nc2ccccc2Sc2ccccc2)CC1
  -3	0.5	-1	-5	-2	107	102	-0.3	0.79	1
> CC(C)OCCCNCC(O)c1ccccc1 (stereo not drawn)
  -19	0.9	3	5	-2	96	102	0.1	1.2	-3
> COCCNC(=O)Cn1cc(C(=O)c2cccs2)c2ccccc21
  .	-0.2	-1	-2	-6	103	106	-0.3	.	0
> COc1ccc(CNC(=O)C2CCCN2S(=O)(=O)c2ccc(Cl)cc2)cc1 (stereo not drawn)
  -5	0.4	1	7	-4	95	103	-0.2	0.9	-1
> CNC(C)c1cc(OC)ccc1OC (stereo not drawn)
  -7	0.1	-5	8	4	97	97	-0.4	1.3	5
> CCOC(=O)c1ccc(NC(=O)CC2S/C(=N/N=C/c3c[nH]c4ccccc34)NC2=O)cc1 (stereo not drawn)
  -9	4.6	11	-17	-3	117	103	-0.5	0.76	-11
> COc1ccc(CNC(=O)C2(c3ccc(Cl)cc3)CC2)cc1
  -4	1.5	9	-15	4	110	98	-0.5	1.1	-9
> COc1ccccc1-c1noc(-c2cccs2)n1
  33	3.1	101	-19	-33	119	130*	0.0	3.8*	-101
> Cc1cc2ccccn2c1C(=O)Nc1cccc(Cl)c1
  2	3.0	4	-12	-17	112	114	-0.3	1.9	-4
> COC(=O)c1ccc(NC(=O)CNS(=O)(=O)c2cccs2)cc1
  0	0.2	-1	11	5	96	96	-0.2	1	1
> O=C(NNC(=S)NC(=O)c1sc2ccccc2c1Cl)c1ccc(Cl)cc1
  5	3.2	-3	-33	-3	125	103	0.0	1.1	3
> O=C(CCCN1C(=O)c2cccc3cccc(c23)C1=O)NCc1cccnc1
  0	1.6	19	28	1	80	98	-0.1	1.5	-19
> O=S(=O)(c1ccc(OCC(O)CNC23CC4CC(CC(C4)C2)C3)c(Cl)c1)N1CCOCC1 (stereo not drawn)
  -9	2.9	7	-6	6	107	94	0.1	0.8	-7
> Cc1ccc(SCCn2nc(C(=O)O)c3ccccc3c2=O)cc1
  -4	4.1	-12	0	0	101	98	0.2	1	12
> CC(C)OC(=O)c1cccc(C(=O)Oc2ccccc2)n1
  4	0.0	6	0	8	104	93	-0.4	0.91	-6

# Record cards (already shown). Order of screens: FLuc inh counter	RAM network inh	APP 5'UTR act	STAT3 inh	STAT1 blocker	STAT3 activator	STAT1 activator	Hsp70 activator	NF-kB neuron act	APP transl inh
# CC1CCN(CC(=O)Nc2ccccc2Sc2ccccc2)CC1 in the list: -3	0.5	-1	-5	-2	107	102	-0.3	0.79	1
# CC(C)OC(=O)c1cccc(C(=O)Oc2ccccc2)n1 in the list: 4	0.0	6	0	8	104	93	-0.4	0.91	-6
# Cc1ccc(SCCn2nc(C(=O)O)c3ccccc3c2=O)cc1 in the list: -4	4.1	-12	0	0	101	98	0.2	1	12

# Additional compounds:
# Order of values: FLuc inh counter	RAM network inh	APP 5'UTR act	STAT3 inh	STAT1 blocker	STAT3 activator	STAT1 activator	Hsp70 activator	NF-kB neuron act	APP transl inh
> CCOc1ccccc1-c1n[nH]c(=S)o1
  -3	0.9	-8	-86	-4	173*	104	-0.3	0.93	8
> O=C(CN1C(=O)C2C3C=CC(C3)C2C1=O)Nc1ccc2c(c1)OCCO2 (stereo not drawn)
  -2	2.5	24	-3	-14	107	113	0.2	1.8	-24
> CN(CC(=O)Nc1ccc(F)cc1)C(=O)CSc1nc2ncc(Cl)cc2[nH]1
  -7	2.4	-1	8	1	97	101	0.2	1	1
> Nc1nc(SCC(=O)c2cc3ccccc3o2)n[nH]1
  3	2.0	23	9	1	98	98	-0.1	0.94	-23
> Cc1cccc(NC(=S)N(C)Cc2cn(C)c3ccccc23)c1
  -3	3.4	5	8	17	92	85	-0.4	0.89	-5
> O=C(c1ccc(SCc2ccco2)c([N+](=O)[O-])c1)N1CCOCC1
  -6	3.1	11	-1	-17	105	112	-0.3	1.4	-11
> Cc1cnc(NC(=O)CCCc2nc3ccccc3s2)s1
  -4	4.9	-9	-15	1	115	99	0.7	1.1	9
> CCOC(=O)C1=C(C)Nc2ncnn2C1c1c[nH]c2ccccc12 (stereo not drawn)
  -2	-0.6	3	4	4	103	96	-0.1	1	-3
> Cc1cc(C)c(NC(=O)C(C)c2cccc(C(=O)c3ccccc3)c2)c(C)c1 (stereo not drawn)
  -2	6.1	-3	-2	-1	106	101	-0.4	0.97	4
> CCOC(=O)C1=C(C)C2C3C(=O)N(c4ccccc4C)C(=O)C3C1(C)C1C(=O)N(c3ccccc3C)C(=O)C21 (stereo not drawn)
  -4	1.7	-2	-8	8	104	93	0.2	1	2
> CC(=O)N1CCN(Cc2nc(C(c3ccccc3)c3ccccc3)no2)CC1
  -10	1.5	5	9	6	94	93	0.0	0.97	-5
> COc1cc2nc(C3CCC3)n(NC(=O)COc3ccccc3)c(=O)c2cc1OC
  1	2.0	-12	13	2	94	98	0.1	0.81	12
> Cc1ccc(Nc2ccccc2)cc1
  -3	-0.7	-4	7	5	96	96	-0.3	1.2	4
> O=C(O)c1cccc(NC(=O)c2cccc(S(=O)(=O)N3CCc4ccccc4C3)c2)c1
  -5	4.5	-2	7	2	96	97	-0.2	1.1	2
> CCOC(=O)CN1N=C(/C=C/c2ccccc2)CCC1=O
  .	.	.	0	3	105	97	-0.1	.	.

# Just STAT3 activator and STAT1 activator (two entries from above):
Structure	STAT3 activator	STAT1 activator
Cc1cccc(NC(=S)N(C)Cc2cn(C)c3ccccc23)c1	92	85
CCOC(=O)C1=C(C)Nc2ncnn2C1c1c[nH]c2ccccc12 (stereo not drawn)	103	96

# Additional structures.
# Order of values: FLuc inh counter	RAM network inh	APP 5'UTR act	STAT3 inh	STAT1 blocker	STAT3 activator	STAT1 activator	Hsp70 activator	NF-kB neuron act	APP transl inh
> Cc1nc2ccccc2c2nc(NC(=O)Cc3ccccc3)nn12
  1	3.0	9	17	2	88	98	0.0	0.66	-9
> CC(=O)c1cc(NC(=O)c2ccc(C)cc2)c(=O)oc1C
  33	1.2	56	7	2	94	98	-0.1	1.8	-56
> Cc1ccc(OCC(=O)Nc2oc(-c3ccccc3)c(-c3ccccc3)c2C#N)cc1
  .	.	12	5	9	99	91	-0.2	.	-12
> O=C1c2ccccc2C(=O)N1Cc1nc(-c2ccncc2)no1
  -1	0.0	86	21	7	87	92	-0.2	1.1	-50
> O=C(CCCn1c(=O)[nH]c2ccccc2c1=O)N1CCN(c2ccccn2)CC1
  0	-0.5	26	3	15	97	86	-0.3	1	-26
> N#CCCCSc1nnc(Cc2ccc3c(c2)OCO3)o1
  -6	0.8	-12	0	-4	101	103	-0.1	1.2	12
> CC1=C(C#N)C(Nc2cc(C)ccn2)(C(F)(F)F)C(=O)N1 (stereo not drawn)
  -2	0.8	-9	9	4	96	96	0.1	0.83	9
> Nc1scc(-c2ccncc2)c1Cl
  -4	0.7	18	4	-17	98	116	0.3	1.7	-18
> COc1cccc(NC(=O)CN(C)C(C)C(=O)Nc2ccc(C(C)=O)cc2)c1 (stereo not drawn)
  -2	3.3	-8	2	5	99	96	0.0	1.2	8
> CCN(CC(=O)NCc1cccs1)C(=O)c1ccccc1F
  0	1.0	14	-1	0	100	100	-0.4	1	-14
> COc1ccc(CSc2n[nH]c(C)n2)cc1[N+](=O)[O-]
  -2	0.1	-15	-1	0	102	100	-0.4	1	15
> O=S(=O)(NCc1ccco1)c1cnc(Cl)c(Br)c1
  -6	1.1	6	11	1	93	99	-0.4	1.4	-6
> CS(=O)(=O)N(CCc1ccccc1)CC(=O)NCc1ccc2c(c1)OCO2
  -3	3.6	-1	10	0	95	100	-0.1	1.1	1
> O=C(Nc1ccccc1Br)C1CCN(C(=O)Cc2ccccc2)CC1
  -4	-0.7	-8	7	0	93	100	-0.5	1.1	8
> CSc1nnc(-c2ccccc2SC)o1
  2	0.5	8	18	2	86	97	-0.1	1.3	-8

# Going on with the list:
Structure	FLuc inh counter	RAM network inh	APP 5'UTR act	STAT3 inh	STAT1 blocker	STAT3 activator	STAT1 activator	Hsp70 activator	NF-kB neuron act	APP transl inh
O=C(Cn1nc(-c2ccc3c(c2)OCCO3)ccc1=O)Nc1ccc(-n2cnnn2)cc1	-6	2.1	5	1	-9	101	106	-0.3	0.87	-5
CCn1cc([N+](=O)[O-])c(C(=O)Nc2ccn(Cc3ccccc3)n2)n1	-4	1.5	-7	3	2	100	98	-0.4	1.1	7
CC(C(=O)NC1CCCC1)N(c1ccc(Oc2ccccc2)cc1)S(C)(=O)=O (stereo not drawn)	-3	-0.1	3	22	5	88	96	-0.1	1.6	-3
O=C(c1ccc2c(c1)OCO2)N(CC1CCCO1)C1(C(=O)NC2CCCCC2)CCCCC1 (stereo not drawn)	-6	1.9	5	-5	8	102	93	-0.1	0.79	-5
Cc1ccc(S(=O)(=O)N(C)CC(=O)OCC(=O)NC(=O)Nc2ccc3c(c2)OCCO3)cc1	3	0.7	-16	4	-14	100	113	-0.1	1.2	16
Cc1[nH]c(C)c(C(=O)O)c1CNC1CCCCC1C (stereo not drawn)	-1	1.7	-15	4	-9	100	106	-0.4	1.2	15
O=S(=O)(Nc1ccc2c(c1)OCCO2)c1ccc(F)cc1	-5	0.9	.	5	10	96	90	-0.2	1.1	.
Cc1ccc(OCC(O)CN2CCN(CC(O)COC(C)C)CC2)c(C(C)(C)C)c1 (stereo not drawn)	-7	-0.4	3	15	5	90	100	-0.1	0.91	-3
CCC(Cc1ccccc1)NC(=O)C1CCC(CNc2c(N3CCCC3)c(=O)c2=O)CC1 (stereo not drawn)	-9	1.7	6	11	2	98	98	-0.4	1.1	-6
COc1ccc(-n2cc(C(=O)c3cc4ccccc4oc3=O)c(C(C)=O)n2)cc1	-4	1.2	1	-6	-8	104	108	-0.1	1.3	-1
COc1ccc(CC(=O)NCC(=O)N/N=C(/C)c2ccco2)cc1	-1	-0.2	2	15	-7	96	106	0.2	1.1	-2
COc1cc(NC(=O)c2ccco2)c(OC)cc1NC(=O)c1cc(OC)c(OC)c(OC)c1	-2	1.8	2	19	10	85	90	-0.2	0.35	-2
CC(C)(C)n1ncc2c(=O)n(CC(=O)Nc3ccc4c(c3)OCCO4)cnc21	1	3.6	1	9	15	96	87	0.2	1.1	-1

# Bioassay records as filed in PubChem.
